# NRP1-CendR mod – modulators of CendR peptide binding to NRP-1, primary screen, biochemical, fluorescence polarization, uHTS; Neuropilin-1 (Homo sapiens), O14786; FAM-RPARPAR peptide binding to NRP-1; inhibition, % at 25 µM; 0.85% of 360,000 active;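 active = inhibition or corrected inhibition above about 18%, plus a signal ratio from 0.5 to 1.5, limit read from the data, passing the limit was not always enough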; also: strong numbers were not always called active
# Neddylation inh – inhibitors of cullin neddylation, primary screen, biochemical, TR-FRET, uHTS, NAE and Ubc12; NEDD8-conjugating enzyme Ubc12 (Homo sapiens) + NEDD8-activating enzyme E1 regulatory …; calls only at 25 µM; 0.58% of 360,000 active; AID 651699, 2012; in the data active = inhibition above about 36%
# Target sequence (P61081 whole entry, looked up): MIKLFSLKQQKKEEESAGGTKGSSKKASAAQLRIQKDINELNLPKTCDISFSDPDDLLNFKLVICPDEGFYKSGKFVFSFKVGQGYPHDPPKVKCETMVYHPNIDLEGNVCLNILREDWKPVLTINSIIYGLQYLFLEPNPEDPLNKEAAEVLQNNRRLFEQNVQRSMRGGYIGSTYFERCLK
# Target sequence (Q13564 whole entry, looked up): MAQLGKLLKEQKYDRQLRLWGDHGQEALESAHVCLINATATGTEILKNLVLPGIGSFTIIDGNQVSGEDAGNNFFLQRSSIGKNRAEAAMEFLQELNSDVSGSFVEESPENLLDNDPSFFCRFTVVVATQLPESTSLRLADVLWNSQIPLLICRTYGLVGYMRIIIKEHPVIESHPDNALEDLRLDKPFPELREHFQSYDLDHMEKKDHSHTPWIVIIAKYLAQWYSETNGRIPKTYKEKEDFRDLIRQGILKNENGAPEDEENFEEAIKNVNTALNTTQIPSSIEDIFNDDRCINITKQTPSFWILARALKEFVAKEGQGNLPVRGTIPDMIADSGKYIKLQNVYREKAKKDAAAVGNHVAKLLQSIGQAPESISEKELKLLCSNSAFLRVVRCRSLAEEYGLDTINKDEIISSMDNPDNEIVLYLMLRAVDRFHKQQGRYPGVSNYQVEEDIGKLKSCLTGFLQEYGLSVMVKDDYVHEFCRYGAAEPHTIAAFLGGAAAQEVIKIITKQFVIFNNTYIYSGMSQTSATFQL
# SKN-1 inh – suppressors of acrylamide-induced Pgst-4::GFP reporter in worms, primary screen, SKN-1 inhibitor project, whole organism, uHTS, GFP/RFP fluorescence ratio, strain VP596; C. elegans VP596 Pgst-4::GFP/RFP ratio, 24 h; inhibition, % at 21.8 µM; 0.49% of 360,000 active; AID 624304, 2012;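 active = interference check ratio from 0.5 to 1.5 plus GFP to RFP signal ratio inhibition reaching or exceeding a fixed threshold, cut at about 30% in these data, passing the limit was not always enough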; also: some compounds called inactive have numbers as strong as hits
# FAS TE block – FAS thioesterase domain inhibitors, primary screen, biochemical, fluorescence intensity, uHTS; inhibition, % at 15 µM; Fatty acid synthase (Homo sapiens), P49327; recombinant FAS-TE, OMFH fluorogenic substrate, fluorescence endpoint; 0.67% of 360,000 active;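 active = compounds whose normalised, plate-corrected inhibition of enzyme fluorescence in the single-dose primary screen is 50% or more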;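 also: 0% = DMSO with enzyme and 100% = substrate without enzyme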
# bovine MsrA act – bovine MsrA enzyme activators, primary screen, biochemical, absorbance, HTS. activation, % at 10.6 µM. AID 602163, 2012. purified bovine MsrA, absorbance read-out. 0.3% of 360,000 active. Methionine sulfoxide reductase A (Bos taurus); in the data active = activation above about 7.5%;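 also: 0% = vehicle and 100% = reference activator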
# Rin1 Abl inh – inhibitors of Rin1-Abl protein binding, primary screen, biochemical, TR-FRET; Tyrosine-protein kinase ABL1 (Homo sapiens) + Ras and Rab interactor 1 (Homo sapiens), …; inhibition, % at 7.35 µM; 0.4% of 360,000 active; in the data active = inhibition above about 5%, passing the limit was not always enough
# MT1-MMP act inh – blockers of MT1-MMP proenzyme processing, primary screen, HT1080 RFP-PRO-GFP cells, GFP/RFP fluorescence. GFP/RFP ratio fluorescence, overnight; percent of plate control window, DMSO zero. GFP/RFP ratio change, % at 20 µM. 0.061% of 360,000 active. AID 651647, 2012;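 active = GFP/RFP ratio change of at least 30% with cell ATP level not reduced by more than half and red fluorescence within 50% of control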; also: strong numbers were not always called active
#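 Compound: 20 µM single dose, 1% DMSO / System: HT1080 RFP-PRO-GFP cells / Controls: DMSO and RFP-L50D-GFP cell wells / Read-out basis: GFP/RFP fluorescence ratio / Schedule: overnight compound exposure at 37 °C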
# E coli Lon inh – inhibitors of E. coli Lon protease, primary screen, biochemical, fluorescence polarization; P0A9M0; purified E. coli Lon protease; inhibition, % at 7.94 µM; 0.42% of 360,000 active; AID 602123, 2011; in the data active = inhibition above about 13%, passing the limit was not always enough;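 also: 0% = enzyme with probe and DMSO and 100% = no enzyme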
# MsrA inhibitor – bovine MsrA enzyme inhibitors, primary screen, biochemical, absorbance, HTS; Methionine sulfoxide reductase A (Bos taurus); inhibition, % at 15.5 µM; purified bovine MsrA, absorbance read-out; 0.75% of 360,000 active; AID 651718, 2012; in the data active = inhibition above about 4.5%;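 also: 0% = vehicle wells with enzyme and 100% = reference inhibitor wells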
# An asterisk follows results filed as active; i = inactive; . = no result given; + = active, no number.
(1) O=C(c1noc2c1CCCC2)N1CCN(c2ccc(F)cc2)CC1
(2) Cn1c(CNC(=O)CNS(=O)(=O)c2ccc(Cl)cc2)cc(=O)n(C)c1=O
(3) O=C(Nc1nnc(SCCN2CCOCC2)s1)C1CC(=O)N(c2ccccc2)C1 (configuration not stated)
(4) Nc1ccc(N2CCCCC2)c(Cl)c1
(5) Cc1nn(C(C)(C)C)c(N)c1-c1ccccc1
(6) O=C(Nc1cc(Cl)ccc1N1CCOCC1)c1ccncc1
(7) NC(=O)c1nsc(C(=O)N(CCc2ccccc2)C(C(=O)NC2CCCC2)c2ccco2)c1N (configuration not stated)
(8) CC(C)c1ccc(N(C(=O)c2ccco2)C(C(=O)NC2CCCC2)c2cccnc2)cc1 (configuration not stated)
(9) Cc1ccc2nc(-c3cccc(Br)c3)cc(C(=O)NC3=NCCS3)c2c1
(10) COC(=O)c1ccc(Sc2ccc(C)cc2)c(N)c1

Compound	1	2	3	4	5	6	7	8	9	10
E coli Lon inh	-6	-6	-6	-8	-6	-8	5	2	6	7
MsrA inhibitor	.	-1.1	-0.3	1.9	-1.2	0.5	2.3	-1.5	1.9	0.5
bovine MsrA act	-5	-2	-3	-2	-4	-5	-2	-1	-2	-5
FAS TE block	-2	-8	-8	-6	-16	-8	19	25	-94	13
MT1-MMP act inh	2	-6	1	0	0	-6	-2	1	-1	2
Neddylation inh	i	i	i	i	i	i	+	i	i	i
NRP1-CendR mod	-8	20	-6	2	3	-17	-4	4	4	-2
Rin1 Abl inh	1	-1	-1	2	0	1	-5	1	0	-2
SKN-1 inh	10	15	20	0	6	-1	8	-10	-10	19

(11) O=C(CC12CC3CC(CC(C3)C1)C2)NCC(=O)N1CCCC1
(12) COC(=O)C1CCN(C(=O)C2CCCCC2)CC1
(13) COC(=O)CCN(C(=O)C1C2CC3CC(C2)CC1C3)c1ccccn1 (configuration not stated)
(14) CCCCC(CC)C1OCC(C[N+]2(C)CCOCC2)O1 (configuration not stated)
(15) COc1ccc(C(=O)COC(=O)COc2cc(C)cc(C)c2)cc1
(16) Cc1c(N2C(=O)C3C4C=CC(C5CC45)C3C2=O)c(=O)n(-c2ccccc2)n1C (configuration not stated)
(17) O=C(c1cc(COc2cccc(C(F)(F)F)c2)on1)N1CCC(c2ccncc2)CC1
(18) O=Cc1ccc(C(=O)OCC(=O)N2CCCC2)cc1
(19) COc1cc(-c2cc(NC(C)=O)c3ncc(-c4cc(OC)c(OC)c(OC)c4)n3c2)cc(OC)c1OC
(20) O=C(O)c1cc(-c2cccc([N+](=O)[O-])c2)nc2ccccc12

Compound	11	12	13	14	15	16	17	18	19	20
E coli Lon inh	4	-5	3	-6	3	-10	7	-8	-10	-7
MsrA inhibitor	1.7	0.1	1.7	1.6	-1.2	-0.8	-1.4	0.4	1.1	0.6
bovine MsrA act	0	-1	2	-4	-9	-1	-1	1	-2	-2
FAS TE block	2	-4	-2	-12	12	-2	13	-3	3	4
MT1-MMP act inh	0	2	-5	0	2	2	13	1	14	3
Neddylation inh	i	i	i	i	i	i	i	i	.	i
NRP1-CendR mod	9	6	13	6	-3	2	18	-11	-10	-2
Rin1 Abl inh	-2	4	2	-2	-3	4	-2	5	1	-1
SKN-1 inh	-1	-2	20	12	0	-2	5	-4	0	12

(21) CC(=O)N1CCC2(CC1)CC(=O)c1cc(OCC(=O)NCc3ccc(C)cc3)ccc1O2
(22) Cc1cc(C(=O)NCc2ccc(F)cc2)n(-c2ccccc2)n1
(23) COc1ccc(N(C(=O)c2snc(C(N)=O)c2N)C(C(=O)NCc2ccccc2)c2ccc(O)cc2)cc1OC (configuration not stated)
(24) COc1ccc(OCCCC(=O)Nc2nccs2)cc1
(25) CCOC(=O)N1CCN(S(=O)(=O)c2ccc(OC)c(OC)c2)CC1
(26) Cn1c(SCC(=O)c2ccccc2)nnc1C1COc2ccccc2O1 (configuration not stated)
(27) O=C(N/N=C/c1ccco1)C1CCCC1
(28) Cc1ccc(Sc2c(C)nn(C(=O)C3CC3)c2C)cc1
(29) O=C(NCCCc1ccccc1)C1CCN(c2nnc(-n3cccc3)s2)CC1
(30) CCOC(=O)c1ccc(NC(=O)c2nc[nH]c2C(=O)N2CCC(C)CC2)cc1

Compound	21	22	23	24	25	26	27	28	29	30
E coli Lon inh	-2	2	-4	5	-9	2	-4	-5	-14	-12
MsrA inhibitor	-0.2	-1.0	3.2	-0.5	-0.7	0.2	.	-0.8	1.8	-1.2
bovine MsrA act	-4	-4	-5	-6	-5	-1	-8	-6	-3	-2
FAS TE block	-12	-6	14	-2	-6	2	-7	14	-3	9
MT1-MMP act inh	-3	7	0	3	5	3	2	6	2	1
Neddylation inh	.	i	i	i	i	i	i	i	i	i
NRP1-CendR mod	2	-10	-4	-9	-12	8	-10	-4	2	3
Rin1 Abl inh	0	-3	-1	-1	-3	1	2	3	0	-1
SKN-1 inh	7	-9	-8	5	-19	11	3	4	-3	12

# An excerpt of these results, with bars between the fields:
No. | compound | E coli Lon inh | MsrA inhibitor | bovine MsrA act | FAS TE block | MT1-MMP act inh | Neddylation inh | NRP1-CendR mod | Rin1 Abl inh | SKN-1 inh
21 | CC(=O)N1CCC2(CC1)CC(=O)c1cc(OCC(=O)NCc3ccc(C)cc3)ccc1O2 | -2 | -0.2 | -4 | -12 | -3 | . | 2 | 0 | 7
22 | Cc1cc(C(=O)NCc2ccc(F)cc2)n(-c2ccccc2)n1 | 2 | -1.0 | -4 | -6 | 7 | i | -10 | -3 | -9
23 | COc1ccc(N(C(=O)c2snc(C(N)=O)c2N)C(C(=O)NCc2ccccc2)c2ccc(O)cc2)cc1OC (configuration not stated) | -4 | 3.2 | -5 | 14 | 0 | i | -4 | -1 | -8
24 | COc1ccc(OCCCC(=O)Nc2nccs2)cc1 | 5 | -0.5 | -6 | -2 | 3 | i | -9 | -1 | 5
25 | CCOC(=O)N1CCN(S(=O)(=O)c2ccc(OC)c(OC)c2)CC1 | -9 | -0.7 | -5 | -6 | 5 | i | -12 | -3 | -19
26 | Cn1c(SCC(=O)c2ccccc2)nnc1C1COc2ccccc2O1 (configuration not stated) | 2 | 0.2 | -1 | 2 | 3 | i | 8 | 1 | 11

# Later entries
(31) CCOC(=O)C1(Cc2cccc(OC)c2)CCN(Cc2cnc(C)s2)CC1
(32) CC(=O)N1CCc2cc(Br)cc(S(=O)(=O)N3CCN(C(=O)c4ccco4)CC3)c21
(33) C[C@H]1COC(=O)[C@H](Cc2ccc(F)cc2)C/C=C\C[C@@H](CC(=O)NCCO)C(=O)N1
(34) O=C(COC(=O)CCc1ccc(S(=O)(=O)N2CCOCC2)cc1)NCc1ccccc1Cl
(35) CC(C)NC(=O)Nc1cccc2c1O[C@H](CN(C)S(=O)(=O)c1ccccc1)[C@@H](C)CN([C@H](C)CO)C2=O
(36) CCN(CC)CCNC(=O)c1c(O)c2c([nH]c1=O)CCCC2
(37) Cc1nc(-c2nc(-c3c(C(=O)NNC(=O)Nc4ccccc4)noc3C)cs2)cs1
(38) O=C(CSc1nnc(-c2cccnc2)o1)Nc1ccccn1
(39) O=C(NC(c1ccccc1)c1ccccc1)C1CCCC1
(40) CCOC(=O)C1(C)CCCN(C(=O)c2cc(OC)c(OC)c(OC)c2)C1 (configuration not stated)

Compound	31	32	33	34	35	36	37	38	39	40
E coli Lon inh	-5	-1	-1	2	7	4	2	-2	-1	-10
MsrA inhibitor	0.8	-1.1	-0.5	-0.3	0.3	0.2	0.6	-0.2	-1.0	0.6
bovine MsrA act	-14	-3	-3	-4	1	-1	-4	-1	-6	-1
FAS TE block	-7	-4	-14	4	-8	-11	-2	-7	-9	-3
MT1-MMP act inh	-1	1	0	-2	-2	3	3	-1	-5	1
Neddylation inh	i	i	i	i	i	i	i	i	i	i
NRP1-CendR mod	10	12	-8	-5	2	0	4	15	-12	5
Rin1 Abl inh	2	-4	0	-1	3	2	-2	2	0	-8
SKN-1 inh	-8	15	8	1	7	8	6	-2	15	-2

(41) CN1/C(=C\C(=O)c2cccnc2)Sc2ccccc21
(42) Cc1cc2nc(-c3ccc4c(c3)CCC4)ccn2n1
(43) CCOC(=O)C1(C)CCCCCN1C(=O)c1csnn1 (configuration not stated)
(44) CCSc1nnc(NC(=O)Cn2cnc3ccccc3c2=O)s1
(45) Cc1cc(C)n(/N=C/c2cccs2)c(=O)c1C#N
(46) O=C(CSc1nnc(C2CCCCC2)n1Cc1ccccc1)NCc1ccco1
(47) Cc1nc(CC(=O)Nc2nc(-c3ccccc3)cs2)cs1
(48) O=C(CN1CCOCC1)N1CCc2ccccc2C(c2ccccc2)C1 (configuration not stated)
(49) CCc1ccc(Oc2nnnn2-c2ccc(C(N)=O)cc2)cc1
(50) O=S(=O)(c1cccc(NC(=S)N2CCN(c3cccc(Cl)c3)CC2)c1)C(F)F

Compound	41	42	43	44	45	46	47	48	49	50
E coli Lon inh	-9	-5	-3	-5	6	-8	-1	0	3	6
MsrA inhibitor	1.4	1.0	-1.1	-1.7	2.8	0.9	-1.6	2.4	-0.5	-0.9
bovine MsrA act	-7	-3	-2	-2	-3	-6	-9	2	-2	-1
FAS TE block	-2	2	-6	-6	0	-5	-2	-3	33	42
MT1-MMP act inh	10	-1	5	0	1	-7	-1	0	1	22
Neddylation inh	i	.	i	i	i	i	i	i	i	i
NRP1-CendR mod	-4	10	-8	-8	-1	-15	-16	-1	2	-2
Rin1 Abl inh	-1	-2	-5	0	-4	2	0	-1	3	-4
SKN-1 inh	19	15	-18	6	2	-2	-10	1	7	2

(51) CC(C)C12CN(C(=O)c3ccccc3[N+](=O)[O-])CC(C(C)C)(CN(C(=O)c3ccccc3[N+](=O)[O-])C1)C2=O
(52) O=C(NCC(=O)N(c1cccnc1)C(C(=O)NC1CCCC1)c1ccccc1F)c1ccco1 (configuration not stated)
(53) N#Cc1c(SCC(=O)O)nc(N2CCCCC2)c2c1CCCC2
(54) CCOC(=O)C1[C@H]2C(=O)N(C(C)c3ccc(OC)cc3)C[C@]23C=C[C@H]1O3 (some centres not stated)
(55) COc1ccc(OCCCC(=O)OCC(=O)Nc2ccc(Cl)cn2)cc1
(56) CC(C)Nc1nnc(SCC(=O)c2c(N)n(Cc3ccccc3)c(=O)n(C)c2=O)s1
(57) O=C1CN(Cc2ccccc2)C(=NCc2ccco2)S1
(58) CC1CCN(C(=O)C(NS(=O)(=O)c2cccc3nsnc23)C(C)C)CC1 (configuration not stated)
(59) Cc1cc(OC(=O)c2cc(Cl)ccc2Cl)c([N+](=O)[O-])c(=O)[nH]1
(60) CC(C)(C)C1CCC(=NNC(=O)c2ccc(Br)o2)CC1 (configuration not stated)

Compound	51	52	53	54	55	56	57	58	59	60
E coli Lon inh	-10	-4	3	-7	-8	-3	-10	5	-3	-3
MsrA inhibitor	0.5	.	2.6	-0.8	2.6	-0.4	-0.9	1.1	-0.3	0.7
bovine MsrA act	-1	-1	-3	-3	0	-10	-2	-7	-3	6
FAS TE block	22	-8	-6	-4	5	-11	2	-6	-6	4
MT1-MMP act inh	-3	0	1	-1	-6	1	-14	-4	1	1
Neddylation inh	i	i	i	i	i	i	i	i	i	i
NRP1-CendR mod	-4	-17	-6	-1	-21	-12	1	3	-15	8
Rin1 Abl inh	-1	3	-7	-1	-1	1	-1	3	3	-1
SKN-1 inh	0	10	-4	-5	-11	-8	-2	-4	-4	-2

# Compound activity deposited in PubChem by several laboratories.

# The order is random. About 4.2% of those tested had a hit in this group.
